Screens: PubChem, several laboratories
Mtb FBA inh: inhibitors of M. tuberculosis fructose-bisphosphate aldolase; P9WQA3; purified M. tuberculosis FBA, fluorescence read-out; inhibition, % at 1 µM; actives 2.3% (n = 360,000); in the data active means inhibition above about 27%;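 further: 0% = vehicle and 100% = reference inhibitor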
GDH-TPI counter: GDH-TPI coupled enzyme inhibition counter-screen; GDH-TPI coupled enzyme counterscreen, NADH absorbance; inhibition, % at 4.8 µM; actives 1.2% (n = 360,000); AID 588335; in the data active means inhibition above about 30%;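 further: 0% = DMSO wells and 100% = wells lacking the enzyme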
FadD28 FP inh: M. tuberculosis FadD28 bisubstrate binding inhibition | actives 0.22% (n = 360,000) | inhibition, % at 12.5 µM | FadD28 bisubstrate probe binding, fluorescence polarization; in the data active means inhibition above about 8.5%, passing the limit was not always enough; inconclusive means no clear call, values can overlap the other calls
BioA inh: inhibitors of Mycobacterium tuberculosis BioA enzyme | AID 602481 | purified M. tuberculosis BioA enzyme, plate reader | actives 0.096% (n = 360,000) | inhibition, % at 9.99 µM; in the data active means inhibition above about 40%; inconclusive means no clear call, values can overlap the other calls
BoNT F protease: inhibitors of Botulinum neurotoxin F light chain protease | actives 0.22% (n = 360,000) | Multiplex microsphere protease cleavage assay, flow cytometry | inhibition, % at 10 µM; in the data active means inhibition above about 35%, passing the limit was not always enough; inconclusive means no clear call, values can overlap the other calls; further: plate controls were buffer without enzyme for full effect and enzyme alone for no effect
Rv3671c inh: Rv3671c (M. tuberculosis) protease inhibition. inhibition, % at 5.96 µM. actives 0.048% (n = 320,000); in the data active means inhibition above about 38%;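 further: extracellular domain of Rv3671c used as enzyme; 0% = enzyme with DMSO and 100% = no enzyme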
Target sequence (P9WHR9 whole entry, looked up, the tested form may be a part): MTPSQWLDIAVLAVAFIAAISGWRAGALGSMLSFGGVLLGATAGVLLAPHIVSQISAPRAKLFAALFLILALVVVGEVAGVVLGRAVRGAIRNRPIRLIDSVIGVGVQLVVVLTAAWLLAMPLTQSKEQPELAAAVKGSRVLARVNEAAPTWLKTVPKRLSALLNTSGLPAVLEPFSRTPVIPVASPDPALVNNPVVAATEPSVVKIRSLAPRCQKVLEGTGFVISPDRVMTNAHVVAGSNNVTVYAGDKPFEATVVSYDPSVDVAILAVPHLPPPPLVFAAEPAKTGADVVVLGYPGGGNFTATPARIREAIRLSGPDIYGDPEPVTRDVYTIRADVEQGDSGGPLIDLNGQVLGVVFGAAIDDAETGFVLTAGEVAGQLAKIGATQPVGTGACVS
PrPC TRFRET: cell surface PrPC inhibition, primary TR-FRET screen; P04156; TR-FRET read-out; inhibition, % at 13.8 µM; actives 0.43% (n = 370,000); in the data active means inhibition above about 24%; further: 0% = median of the test wells and 100% = reference compound wells
MazEF act: increases E. coli MazEF RNase cleavage of RNA; activation, % at 20 µM; FAM/BHQ RNA-DNA oligo cleavage fluorescence, 5 h; actives 0.32% (n = 350,000); P0AE70; in the data active means activation above about 50%
Target sequence (P0AE70 whole entry, looked up): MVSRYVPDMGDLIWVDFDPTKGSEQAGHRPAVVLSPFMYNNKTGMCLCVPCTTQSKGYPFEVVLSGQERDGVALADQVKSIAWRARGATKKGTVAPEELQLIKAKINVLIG
UGM FP inh: inhibitors of M. tuberculosis UDP-galactopyranose mutase. P9WIQ1. purified UGM, fluorescence polarization probe displacement. inhibition, % at 10 µM. actives 0.06% (n = 320,000). AID 504406; in the data active means inhibition above about 10%, passing the limit was not always enough; inconclusive means no clear call, values can overlap the other calls
Target sequence (P9WIQ1 whole entry, looked up): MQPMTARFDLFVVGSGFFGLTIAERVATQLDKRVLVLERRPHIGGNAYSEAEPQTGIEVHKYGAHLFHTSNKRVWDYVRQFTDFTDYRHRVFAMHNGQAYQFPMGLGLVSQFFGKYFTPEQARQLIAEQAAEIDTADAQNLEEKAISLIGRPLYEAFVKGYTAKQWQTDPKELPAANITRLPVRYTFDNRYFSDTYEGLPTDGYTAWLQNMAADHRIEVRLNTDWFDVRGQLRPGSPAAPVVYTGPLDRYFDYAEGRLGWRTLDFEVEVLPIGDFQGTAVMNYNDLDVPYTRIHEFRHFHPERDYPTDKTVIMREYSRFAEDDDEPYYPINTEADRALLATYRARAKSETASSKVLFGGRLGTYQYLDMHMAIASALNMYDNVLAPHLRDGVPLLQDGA
* hit, by the source's call; ? = inconclusive; / = not tested or not shown; & = joins results of further samples. The order is random; overall some 4.8% were active at least once.

SMILES | Mtb FBA inh | GDH-TPI counter | FadD28 FP inh | BioA inh | BoNT F protease | Rv3671c inh | PrPC TRFRET | MazEF act | UGM FP inh
COc1cc(C2C(C(=O)OC(C)C)=C(C)Nc3[nH]c(=O)[nH]c(=O)c32)ccc1O (stereo unspecified) | 4 | 19 | -0.4 | / | -9 | 5 | 6 | -18 | -3.4
Oc1ccc(Oc2ccc3c(C(F)(F)F)cc(C(F)(F)F)nc3n2)cc1 | -6 | 4 | -1.0 | -0.1 | -24 | -10 | 9 | 0 | -1.3
OC(c1ccccn1)(c1ccccn1)c1ccccn1 | 1 | 0 | -2.5 | / | -15 | -9 | 4 | -7 | -1.2
COc1ccc(C2(C)NC(=O)N(Cc3cc(Cl)cc4c3OCOC4)C2=O)cc1OC (stereo unspecified) | 0 | -1 | -3.1 | / | 3 | -6 | 2 | -5 | 1.6
CCOC(=O)c1sc(NC(=O)CC)nc1C | 0 | 3 | -0.7 | / | 0 | 7 | 2 | 10 | -2.6
C/C(=N\NC(=O)c1nn(C)c(C)c1Br)c1ccc(NC(=O)C2CCCC2)cc1 | -3 | 3 | -3.4 | -1.1 | 1 | / | -8 | 2 | -2.9
CC1=C(C(=O)Nc2ccccc2)C(c2cccnc2)n2nc(-c3cccnc3)nc2N1 (stereo unspecified) | 0 | 1 | -2.9 | 16 | 2 | -3 | 3 | 4 | -1.5
CN(C)c1ccc(CC(=O)N2CCCC(c3cc(C(=O)Nc4ccc(C(C)(C)C)cc4)no3)C2)cc1 (stereo unspecified) | -2 | 14 | -2.4 | -0.6 | -6 | / | 12 | / | /
CCCCn1c(N)c(N(CC(C)C)C(=O)CC2CCCC2)c(=O)[nH]c1=O | 2 | 10 | -0.2 | -1.1 | -3 | 3 | -8 | 1 | -1.2
COc1cc2c(cc1OC)C(c1ccccc1N)=NCC2 | 4 | 7 | -1.4 | -1.1 | / | 4 | -7 | 4 | -2.7
O=C(Nc1ccc(S(=O)(=O)N2CCOCC2)cc1)c1ccccc1Br | 0 | 11 | -1.1 | -0.3 | 14 | 3 | 3 | 12 | -0.4
C/C(CCc1ccco1)=N/NC(=O)CCC(=O)Nc1cccc(Cl)c1 | 2 | 9 | -8.6 | -0.2 | 3 | -13 | 2 | 6 | 1.5
CN(C)S(=O)(=O)c1cccc(NC(=O)CN2C(=O)C3C4C=CC(C4)C3C2=O)c1 (stereo unspecified) | -1 | 1 | -1.7 | / | 0 | -2 | -4 | 1 | -0.1
COC(=O)CCC(=O)OC1(C)C(=O)C2=CN(C3CCCC3)C(c3ccc(OC)cc3)=CC2=C(Br)C1=O (stereo unspecified) | 3 | 2 | -0.4 | 0.9 | -87 | -11 | -8 | -29 | -0.3
CC(=O)NC(Cc1ccc(C(C)C)cc1)C(=O)NC1CCN(C(=O)c2cccc(C)c2)CC1 (stereo unspecified) | 2 | 1 | -0.2 | 0.0 | -2 | -4 | -1 | 4 | -1.0
CCCCc1ccc(NC(=S)NCc2cccnc2)cc1 | 1 | 6 | 2.1 | 5.1 | -8 | -3 | 6 | -1 | -0.4
Cc1cc(=O)c(C(=O)O)nn1-c1ccccc1C(F)(F)F | -1 | -1 | -0.4 | 0.5 | -6 | -14 | 4 | 1 | 3.2
O=C(NNS(=O)(=O)c1ccc(Cl)cc1Cl)c1cc2ncc(C(F)(F)F)cc2s1 | 20 | 13 | 0.5 | -2.7 | ? | 6 | 4 | 4 | 0.2
CCOC(=O)C1CCCCN1Cc1cc(OC)ccc1OC (stereo unspecified) | 0 | -3 | -1.7 | -2.4 | 2 | 4 | 0 | 5 | 3.6
COc1ccc(/C=N/NC(=O)c2cccnc2)c2ccccc12 | 3 | 36* | -0.9 | 4.7 | 0 | 5 | -5 | 5 | -1.2
CC(=O)N(CN1C(=O)c2ccc([N+](=O)[O-])cc2C1=O)c1ccc(F)cc1 | -1 | 0 | -2.9 | -0.8 | -1 | -3 | -2 | -3 | -2.6
COc1ccccc1CN1CC(C(=O)NCCCc2ccc(F)cc2)CCC1=O (stereo unspecified) | 1 | 0 | -3.9 | 1.2 | -8 | -6 | 1 | -10 | 2.3
O=S(c1ccc2ccccc2c1)c1cnns1 (stereo unspecified) | -1 | 1 | 0.8 | 0.2 | / | -5 | 34* | -15 | -1.3
NC(=O)c1cccc(-c2csc(C(O)c3cccc(Cl)c3)n2)c1 (stereo unspecified) | 1 | 5 | -3.1 | 2.4 | 1 | / | 2 | / | /
COc1ccc(/C=C/C(=O)c2c(O)n(CCC3=CCCCC3)c(=O)[nH]c2=O)cc1 | 0 | 14 | -3.2 | / | 2 | 5 | 4 | -6 | 2.6

Complete entries from above. Order of screens: Mtb FBA inh	GDH-TPI counter	FadD28 FP inh	BioA inh	BoNT F protease	Rv3671c inh	PrPC TRFRET	MazEF act	UGM FP inh
`COc1ccc(C2(C)NC(=O)N(Cc3cc(Cl)cc4c3OCOC4)C2=O)cc1OC` (stereo unspecified) is entered as 0	-1	-3.1	/	3	-6	2	-5	1.6
`COc1cc(C2C(C(=O)OC(C)C)=C(C)Nc3[nH]c(=O)[nH]c(=O)c32)ccc1O` (stereo unspecified) is entered as 4	19	-0.4	/	-9	5	6	-18	-3.4
`CN(C)S(=O)(=O)c1cccc(NC(=O)CN2C(=O)C3C4C=CC(C4)C3C2=O)c1` (stereo unspecified) is entered as -1	1	-1.7	/	0	-2	-4	1	-0.1
`O=S(c1ccc2ccccc2c1)c1cnns1` (stereo unspecified) is entered as -1	1	0.8	0.2	/	-5	34*	-15	-1.3
`COc1ccc(/C=N/NC(=O)c2cccnc2)c2ccccc12` is entered as 3	36*	-0.9	4.7	0	5	-5	5	-1.2

The main list resumes with the 2 entries that preceded the break.
SMILES | Mtb FBA inh | GDH-TPI counter | FadD28 FP inh | BioA inh | BoNT F protease | Rv3671c inh | PrPC TRFRET | MazEF act | UGM FP inh
NC(=O)c1cccc(-c2csc(C(O)c3cccc(Cl)c3)n2)c1 (stereo unspecified) | 1 | 5 | -3.1 | 2.4 | 1 | / | 2 | / | /
COc1ccc(/C=C/C(=O)c2c(O)n(CCC3=CCCCC3)c(=O)[nH]c2=O)cc1 | 0 | 14 | -3.2 | / | 2 | 5 | 4 | -6 | 2.6
COc1ccc(OCC(=O)NC(=S)Nc2ccc(S(=O)(=O)Nc3cc(OC)nc(OC)n3)cc2)cc1 | 1 | 11 | -4.6 | / | -16 | 10 | 3 | 7 | -0.4
O=C(NCCCc1ccccn1)C1CCC(=O)N(Cc2cccc(F)c2)C1 (stereo unspecified) | 1 | -3 | -0.2 | 0.2 | 4 | 1 | 8 | 0 | 0.6
CC(=O)c1ccc(S(=O)(=O)N2CCN(C(=O)C3CCCC3)CC2)cc1 | -1 | -1 | -3.0 | -0.9 | -2 | -19 | 0 | -9 | -1.1
C[C@H](CO)N1C[C@H](C)[C@H](CN(C)C(=O)Nc2ccccc2)OCc2cnnn2CCCC1=O | -2 | 2 | 1.0 | -1.0&-0.8 | -1 | / | -5 | 1 | /
CCOC(=O)c1cccc(S(=O)(=O)N2CCOCC2)c1 | -2 | 0 | 0.3 | -1.8 | -4 | -5 | -2 | 3 | -2.3
COc1ccc(C(=O)Nc2ccc(S(=O)(=O)Nc3ncccn3)cc2)cc1OC | -1 | 13 | -1.1 | / | 8 | 1 | 7 | -3 | 0.8
Cc1cccc(-n2nnnc2SCC(=O)c2cc(C)n(Cc3ccco3)c2C)c1 | 0 | 11 | -0.9 | -1.6 | 0 | -26 | 1 | -26 | -1.1
CC(NC(=O)c1cc2c(=O)n(C)c3ccccc3c2n1C)c1ccc2c(c1)OCCO2 (stereo unspecified) | 5 | 8 | -1.3 | -1.4 | -3 | 0 | -2 | 5 | 1.0
COc1ccc(CN2CCN(C(C)C(=O)NC(C)c3ccc(F)cc3)CC2)cc1F (stereo unspecified) | 1 | -5 | -1.1 | -1.0 | 2 | 12 | -7 | 4 | -3.3
COCCNC(=O)Cn1c(=O)n(CCCCCC(=O)Nc2ccccc2)c(=O)c2sccc21 | 0 | -3 | 0.3 | / | 1 | -6 | -5 | 5 | 0.8
COC(=O)c1cccc(Nc2ncnc3ccc(C)cc23)c1 | -2 | 10 | -6.8 | -1.8 | -3 | 7 | -5 | -3 | -0.8
CN(C)c1cc(-c2ccc(C#N)cc2)oc(=O)c1Cl | -4 | 5 | -4.3 | 0.5 | -25 | -5 | -5 | 4 | 5.2
COc1ccc(C(=O)NC(=S)Nc2ccc(N3CCCC3)cc2)cc1 | -2 | -2 | -0.8 | / | -8 | 6 | 9 | -24 | 0.1
COc1ccc(CCNC(=O)CCCCC(=O)NCCc2ccc(OC)c(OC)c2)cc1OC | 2 | 8 | 0.0 | / | 6 | 1 | -5 | 3 | -0.8
O=C(O)c1cccc(S(=O)(=O)Nc2cccc(S(=O)(=O)Nc3ccc(Br)cc3)c2)c1 | 1 | -6 | -1.4 | 1.0 | 2 | / | 8 | 3 | /
CCOc1ccc2[nH]c3c(=O)n(CCc4ccc(OC)cc4)cnc3c2c1 | 14 | 4 | 0.3 | -2.4 | 2 | -10 | 3 | -29 | 0.8
CCOC(=O)c1c(C)[nH]c(C(=O)OCC(=O)N2CCN(S(=O)(=O)c3ccccc3)CC2)c1C | -1 | 11 | -2.4 | 0.7 | -7 | 5 | 3 | 1 | 0.9
COCCCn1c(C)nnc1SCC(=O)NNC(=O)COc1ccc(Cl)cc1 | 3 | 1 | -0.6 | 7.9 | 7 | -21 | 0 | 5 | -0.1
C1N2CN3CN1CN(C2)C3 | 0 | -1 | -2.8 | -0.9 | -1 | 0 | -5 | 13 | 3.5
Clc1ccccc1-c1nc(-c2cccnc2)no1 | 0 | 0 | -2.6 | 3.3 | -7 | 5 | 1 | 2 | 0.0
CC1=C(C(=O)Nc2ccc(C)cc2C)C(c2ccc(Cl)cc2)n2nc(C(=O)OC(C)C)nc2N1 (stereo unspecified) | 2 | -1 | -2.1 | / | -2 | 11 | -7 | -28 | 0.6
CC(=O)Nc1ccc(NC(=O)CN2C(=O)COc3ccc(S(=O)(=O)N4CCOCC4)cc32)cc1 | 0 | -2 | -0.4 | -1.4 | -4 | 11 | -1 | 7 | -2.8
Cc1cc(C(=O)N/N=C/c2ccc3c(c2)OCO3)c2ccccc2n1 | -2 | 40* | -3.2 | / | ? | -3 | 8 | 6 | 2.5
O=C(COc1ccc(S(=O)(=O)NC2CCCCC2)cc1)NC1CC1 | 0 | 4 | 0.8 | -1.8 | -4 | -6 | 8 | 10 | -0.5
CC(c1ccccc1)n1c(S(=O)(=O)O)nc2ccccc21 (stereo unspecified) | -1 | -4 | -6.5 | / | -6 | -1 | 1 | -3 | 1.4

Other compounds:
SMILES | Mtb FBA inh | GDH-TPI counter | FadD28 FP inh | BioA inh | BoNT F protease | Rv3671c inh | PrPC TRFRET | MazEF act | UGM FP inh
CC(=O)N1CCC(CCCC2CCN(C(C)=O)CC2)CC1 | 2 | -6 | 0.7 | 1.0 | -2 | 9 | -2 | 5 | 0.3
CNC[C@H](CC1CCCCC1)NC[C@H](CO)NCCc1cccc(C(F)(F)F)c1 | 4 | 8 | -2.7 | 0.2 | -38 | 3 | -9 | 17 | 1.8
CCOc1cc(/C=C/C(=O)O)ccc1OCCOc1ccccc1 | 2 | 6 | -2.2 | -2.2 | -7 | -1 | 0 | -15 | 1.2
C[C@H](CO)N1C[C@H](C)[C@@H](CN(C)Cc2ccccc2)OCCCC[C@H](C)Oc2ccc(N(C)C)cc2C1=O | 0 | -7 | -3.5 | -0.4&0.0 | -2 | / | -10 | 4 | /
CCCN1CCC(N(CCc2ccccc2)Cc2ccccc2)CC1 | 4 | 13 | 0.4 | -0.6 | ? | 1 | 1 | 10 | -2.5
O=C1NCCO1 | -4 | 2 | -2.6 | 0.3 | -18 | 2 | 3 | -13 | -1.0
Cc1ccc(S(=O)(=O)NNC(=O)c2ccccc2-n2cccc2)cc1 | 32* | 4 | 0.9 | -0.1 | -12 | 11 | -4 | -2 | -0.6
COc1cc(CNCCc2ccccc2)ccc1OCC(N)=O | 1 | 0 | 0.8 | 0.4 | -4 | -6 | 3 | 1 | -2.6
COc1cc(/C=N/NC(=O)c2ccc(CSc3nncn3C)cc2)ccc1OCC(=O)N1CC(C)OC(C)C1 (stereo unspecified) | 1 | 18 | -1.1 | 1.2 | -5 | 4 | -2 | 9 | 0.2
CN(C)/C(=N\S(=O)(=O)c1ccc(F)cc1)c1ccccc1 | -2 | -1 | 1.9 | / | -11 | -3 | -4 | 4 | 3.4
O=C1CC(NNc2ccccc2)C(=O)N1c1ccc(N2CCCCC2)cc1 (stereo unspecified) | -4 | 5 | -3.8 | / | 1 | / | -1 | 7 | /
